PhoP GFP inhibition = PhoP regulon inhibitors, Salmonella typhi PhoP promoter GFP reporter, confirmatory (AID 1850). 310,000 compounds, 0.33% hits. Salmonella Typhi PhoP-promoter GFP reporter, fluorescence, 4 h; higher % means a stronger effect. one-dose inhibition, % at 50 µM; IC50 in µM for titrated hits; in the data active means a potency from the dose series; inconclusive means inhibition mostly from about 25% at the one dose, without a potency; inactive means the rest, 99 in 100 with inhibition below about 19%;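 further: 0% = induced wells with vehicle and 100% = uninduced wells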
M. tuberculosis = growth inhibition of non-replicating M. tuberculosis (AID 488890). Mycobacterium tuberculosis non-replicating, growth inhibition; higher % means a stronger effect. inhibition, % at 25 µM; hits with a dose series show IC50 in µM. 320,000 compounds, 0.39% hits; in the data active means a potency from the dose series; inconclusive means inhibition mostly from about 82% at the one dose, without a potency; inactive means the rest, 99 in 100 with inhibition below about 76%;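 further: plate controls were DMSO cells for no effect and high antibiotic wells for full effect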
influenza NS1A = H1N1 influenza NS1A inhibitors, functional cell based assay (AID 504329). NS1A functional cell-based assay, percent inhibition; higher % means a stronger effect. inhibition, % at 12.5 µM, or IC50 in µM where a hit was titrated. 340,000 compounds, 0.3% hits; in the data active means a potency from the dose series; inconclusive means inhibition above about 27% without an active follow-up result; further: strong numbers were not always called active
inhibitors of VEEV = inhibitors of VEEV TC-83 cytopathic effect, confirmation, Vero cells (AID 588727). 350,000 compounds, 0.13% hits. Vero cells, VEEV TC-83 cytopathic effect inhibition; higher % means a stronger effect. inhibition, % at 20 µM, or IC50 in µM where a hit was titrated; in the data active means a potency from the dose series; inconclusive means inhibition mostly from about 14% at the one dose, without a potency; inactive means the rest, 99 in 100 with inhibition below about 12%; further: strong numbers were not always called active
M. tuberculosis HTS = M. tuberculosis growth inhibition, HTS (AID 449762) | M. tuberculosis H37Rv growth inhibition, 7H9 media; higher % means a stronger effect | inhibition, % at 25 µM, or IC50 in µM where a hit was titrated | 330,000 compounds, 0.59% hits; in the data active means a potency from the dose series; inconclusive means inhibition above about 70% without an active follow-up result;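 further: bacterial growth assessed after seven days of incubation; strong numbers were not always called active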
inhibitors of VEEV 10K pilot screen = further read-out of inhibitors of VEEV, marked with its call; inhibition, %; measured here: 10K pilot screen inhibition
* marks the source's active call; other numbers are inactive results.

CC1=NNC(=O)C1CCC(=O)N/N=C/C(Br)=C/c1ccccc1 (configuration not stated) was read as PhoP GFP inhibition -2%, M. tuberculosis 22%, influenza NS1A -6%, inhibitors of VEEV 1.7% and M. tuberculosis HTS 2%.
Clc1ccc(CO/N=C2\CCCc3nonc32)cc1 was read as PhoP GFP inhibition -5%, M. tuberculosis 39%, influenza NS1A -9%, inhibitors of VEEV 1.3% and M. tuberculosis HTS 3%.
Screening COC(=O)C1C(=O)C(C(=O)c2ccc([N+](=O)[O-])cc2)C(=O)CC1(C)C (configuration not stated) returned PhoP GFP inhibition -5%, M. tuberculosis -25%, influenza NS1A -4%, inhibitors of VEEV 0.7% and M. tuberculosis HTS -8%.
Screening O=C(COC(=O)c1cccc(O)c1)Nc1ccc(N2CCOCC2)cc1 returned M. tuberculosis 30%, influenza NS1A -9%, inhibitors of VEEV 0.7% and M. tuberculosis HTS -3%.
Screening Cc1cc(Nc2cccc(Cl)c2)n2ncnc2n1 returned PhoP GFP inhibition -11%, M. tuberculosis 12%, influenza NS1A 0%, inhibitors of VEEV 0.4% and M. tuberculosis HTS -5%.
For Cc1ccc2oc(C(=O)N(C)Cc3ccc(C)o3)c(C)c2c1 the results were PhoP GFP inhibition 1%, M. tuberculosis inconclusive, influenza NS1A 3%, inhibitors of VEEV 4.1% and M. tuberculosis HTS 0%.
`O=C(NCc1ccccc1)c1ccc(NC(=O)c2ccco2)cc1` gave PhoP GFP inhibition -3%, M. tuberculosis -5%, influenza NS1A -7%, inhibitors of VEEV 8.6% and M. tuberculosis HTS 0%.
For O=C(CSCc1ccc(F)cc1)Nc1ccccc1 the results were PhoP GFP inhibition -5%, M. tuberculosis inconclusive, influenza NS1A 23%, inhibitors of VEEV 2.4% and M. tuberculosis HTS 5%.
Screening O=C(Cn1c(-c2ccco2)nc2ccccc21)N1CCCCC1 returned PhoP GFP inhibition -12%, M. tuberculosis -8%, influenza NS1A 1%, inhibitors of VEEV 5.3% and M. tuberculosis HTS -2%.
CC(C)(C)c1ccc(S(=O)(=O)O/N=C2/CCCCC2c2ccc([N+](=O)[O-])cc2[N+](=O)[O-])cc1 (configuration not stated) was read as PhoP GFP inhibition -1%, M. tuberculosis -3%, influenza NS1A 5%, inhibitors of VEEV inactive and M. tuberculosis HTS 3%.
For Cc1nc(Nc2nc(-c3ccccc3)cc(=O)[nH]2)nc2ccccc12 the results were PhoP GFP inhibition -18%, M. tuberculosis -12%, influenza NS1A 9%, inhibitors of VEEV 8.9% and M. tuberculosis HTS 0%.
For COc1cccc(NC(=O)COC(=O)C2CC2)c1 the results were M. tuberculosis 22%, influenza NS1A -2%, inhibitors of VEEV 0.3% and M. tuberculosis HTS 17%.
For Cc1ncc(CN2CCCC(C(=O)Nc3ccc(-c4cccc(F)c4)cc3)C2)cn1 (configuration not stated) the results were PhoP GFP inhibition -6%, M. tuberculosis 17%, influenza NS1A -6%, inhibitors of VEEV 5.3% and M. tuberculosis HTS inconclusive.
For COc1cccc(NC(=O)CN(C)C(=O)CC2Sc3ccccc3NC2=O)c1 (configuration not stated) the results were M. tuberculosis 11%, influenza NS1A 1%, inhibitors of VEEV 0.7% and M. tuberculosis HTS -6%.
Screening Nc1cc(=O)[nH]c(SCC(=O)N2CCC(Cc3ccccc3)CC2)n1 returned M. tuberculosis 60%, influenza NS1A -4%, inhibitors of VEEV 1.3% and M. tuberculosis HTS 10%.
For CCOC(=O)c1c(C)[nH]c(C(=O)OCc2ccccc2F)c1C the results were PhoP GFP inhibition -6%, M. tuberculosis 29%, influenza NS1A -9%, inhibitors of VEEV 2.7% and M. tuberculosis HTS 7%.
`COc1ccccc1OC(C)C(=O)Nc1ccccc1C(=O)NCc1cccnc1` (configuration not stated) gave PhoP GFP inhibition 4%, M. tuberculosis -5%, influenza NS1A 0%, inhibitors of VEEV 1.3% and M. tuberculosis HTS 9%.
Screening CC(=O)Nc1ccc(OCc2cnc(Cl)s2)cc1 returned PhoP GFP inhibition 3%, M. tuberculosis 40%, influenza NS1A 11%, inhibitors of VEEV 0.3% and M. tuberculosis HTS 11%.
O=c1ccnc(SCCc2ccccc2)[nH]1 was read as PhoP GFP inhibition -13%, M. tuberculosis 30%, influenza NS1A -3%, inhibitors of VEEV 1.0% and M. tuberculosis HTS 5%.
Nc1ncnc2c1ncn2[C@@H]1O[C@H](CO)[C@@H](O)[C@@H]1O was read as PhoP GFP inhibition -16%, M. tuberculosis 79%, influenza NS1A 4%, inhibitors of VEEV 1.7% and M. tuberculosis HTS inconclusive.
O=C(Nc1nc(-c2ccncc2)cs1)C1c2ccccc2Oc2ccccc21 was read as PhoP GFP inhibition 14%, M. tuberculosis 36%, influenza NS1A 6%, inhibitors of VEEV inactive, M. tuberculosis HTS 31% and inhibitors of VEEV 10K pilot screen 5.7.
Screening COc1cc(-c2nc3n(n2)C(c2ccncc2)C2=C(CCCC2=O)N3)cc(OC)c1OC (configuration not stated) returned PhoP GFP inhibition 11%, M. tuberculosis 10%, influenza NS1A 12%, inhibitors of VEEV 1.8% and M. tuberculosis HTS -3%.
`O=C(Nc1nc(=O)[nH]s1)c1ccccc1` gave PhoP GFP inhibition -5%, M. tuberculosis 21%, influenza NS1A 8%, inhibitors of VEEV 1.2%, M. tuberculosis HTS -2% and inhibitors of VEEV 10K pilot screen 1.1.
O=S(=O)(NC1=NCCC1)c1ccc(F)cc1 was read as PhoP GFP inhibition -10%, influenza NS1A 6%, inhibitors of VEEV inactive and M. tuberculosis HTS -12%.
For COc1ccc(S(=O)(=O)N(C)CC(=O)Nc2cccc(C(C)=O)c2)cc1C the results were PhoP GFP inhibition -1%, M. tuberculosis 7%, influenza NS1A 2%, inhibitors of VEEV inactive and M. tuberculosis HTS -2%.
CC(C(=O)NN)c1ccc([N+](=O)[O-])cc1 (configuration not stated) was read as PhoP GFP inhibition -6%, M. tuberculosis 1%, influenza NS1A 7%, inhibitors of VEEV 0.9% and M. tuberculosis HTS 1%.
For COc1ccc(S(=O)(=O)NCC(=O)N(CC(=O)NC(C)(C)C)Cc2cccs2)cc1 the results were PhoP GFP inhibition -11%, M. tuberculosis 2%, influenza NS1A 2%, inhibitors of VEEV 0.4% and M. tuberculosis HTS 3%.
For CC(=O)c1cccc(NC(=O)CNC(=O)c2sc3ccccc3c2Cl)c1 the results were PhoP GFP inhibition 3%, M. tuberculosis -1%, influenza NS1A -2%, inhibitors of VEEV 9.6% and M. tuberculosis HTS -6%.
`CCN(CC(=O)NCc1ccc(F)cc1)C(=O)C(C)Oc1cccc(Cl)c1` (configuration not stated) gave M. tuberculosis 6%, influenza NS1A -8%, inhibitors of VEEV 2.6% and M. tuberculosis HTS -3%.
For Cc1ccsc1/C=C1\SC(=S)N(CC2CCCO2)C1=O (configuration not stated) the results were PhoP GFP inhibition -25%, M. tuberculosis -4%, influenza NS1A 4%, inhibitors of VEEV 2.8% and M. tuberculosis HTS 13%.

Reprinted at random: 4 compounds from above
Nc1ncnc2c1ncn2[C@@H]1O[C@H](CO)[C@@H](O)[C@@H]1O was read as PhoP GFP inhibition -16%, M. tuberculosis 79%, influenza NS1A 4%, inhibitors of VEEV 1.7% and M. tuberculosis HTS inconclusive.
`COc1ccccc1OC(C)C(=O)Nc1ccccc1C(=O)NCc1cccnc1` (configuration not stated) gave PhoP GFP inhibition 4%, M. tuberculosis -5%, influenza NS1A 0%, inhibitors of VEEV 1.3% and M. tuberculosis HTS 9%.
Screening CC(=O)Nc1ccc(OCc2cnc(Cl)s2)cc1 returned PhoP GFP inhibition 3%, M. tuberculosis 40%, influenza NS1A 11%, inhibitors of VEEV 0.3% and M. tuberculosis HTS 11%.
`O=C(Nc1nc(=O)[nH]s1)c1ccccc1` gave PhoP GFP inhibition -5%, M. tuberculosis 21%, influenza NS1A 8%, inhibitors of VEEV 1.2%, M. tuberculosis HTS -2% and inhibitors of VEEV 10K pilot screen 1.1.

Further compounds follow:
Screening Cc1ccnc(N(C(=O)Nc2ccccc2)C2=NCC(C)(C)S2)c1 returned PhoP GFP inhibition -6%, M. tuberculosis -1%, inhibitors of VEEV inactive and M. tuberculosis HTS 3%.
Screening COc1ccc(CNC(=O)C/C(C)=N/NC(=O)COc2ccccc2)cc1 returned PhoP GFP inhibition -1%, M. tuberculosis 0%, influenza NS1A -6%, inhibitors of VEEV 0.7% and M. tuberculosis HTS -12%.
For CCCn1c(SCC(=O)N2c3ccccc3CC2C)nnc1-c1ccco1 (configuration not stated) the results were PhoP GFP inhibition 2%, M. tuberculosis 30%, influenza NS1A 17%, inhibitors of VEEV 3.1% and M. tuberculosis HTS -2%.
Screening Cc1nc(SCC(=O)NC(=O)NC(C)(C)C)nc(C)c1C returned PhoP GFP inhibition -14%, M. tuberculosis 2%, influenza NS1A -23%, inhibitors of VEEV 1.1% and M. tuberculosis HTS -5%.
For O=C(C(=O)c1cccnc1)c1cccnc1 the results were PhoP GFP inhibition -17%, M. tuberculosis 6%, influenza NS1A 0%, inhibitors of VEEV 1.9% and M. tuberculosis HTS -1%.
Screening O=C(CSc1cn[nH]n1)Nc1ccc(O)c(C(=O)O)c1 returned PhoP GFP inhibition 5%, M. tuberculosis -17%, influenza NS1A -1%, inhibitors of VEEV 3.0% and M. tuberculosis HTS 1%.
`Cn1c(=O)c2c(n(C)c1=O)=NC1(CCCCC1)N=2` gave PhoP GFP inhibition -1%, M. tuberculosis -20%, influenza NS1A 20%, inhibitors of VEEV 2.0%, M. tuberculosis HTS -8% and inhibitors of VEEV 10K pilot screen 0.3.
For O=C(COc1ccc([N+](=O)[O-])cc1)N1CCc2ccccc2C1 the results were PhoP GFP inhibition 2%, M. tuberculosis 46%, influenza NS1A -3%, inhibitors of VEEV 0.2% and M. tuberculosis HTS -3%.
For CC1(C)C=C2[C@H]3CC[C@@H]4[C@@]5(C)CCC(=O)C(C)(C)[C@@H]5CC[C@@]4(C)[C@]3(C)CC[C@@]2(C(=O)O)CC1 the results were PhoP GFP inhibition -1%, M. tuberculosis 64%, influenza NS1A 4%, inhibitors of VEEV 2.6% and M. tuberculosis HTS 1%.
Cc1ccc(N(CC(=O)NCc2ccco2)C(=O)CCC(=O)Nc2nccs2)cc1C was read as PhoP GFP inhibition 0%, M. tuberculosis -4%, influenza NS1A 10%, inhibitors of VEEV 0.1% and M. tuberculosis HTS -1%.
CNC[C@H]1Oc2c(NS(=O)(=O)c3ccc(F)cc3)cccc2C(=O)N([C@H](C)CO)C[C@@H]1C was read as M. tuberculosis 0%, influenza NS1A 0%, inhibitors of VEEV 1.2% and M. tuberculosis HTS 2%.
For COc1ccc(C2=NS(=O)(=O)N(C)C(C(=O)NC3CCCC3)=C2)cc1OC the results were PhoP GFP inhibition 0%, M. tuberculosis -17%, influenza NS1A 4%, inhibitors of VEEV 0.1% and M. tuberculosis HTS -2%.
Nc1ccccc1-c1ccccc1N was read as PhoP GFP inhibition 8%, M. tuberculosis -12%, influenza NS1A -5%, inhibitors of VEEV 0.7% and M. tuberculosis HTS 4%.
`Cc1ccc(NC(=O)CCSc2nnc(Cc3ccccc3)o2)cc1` gave PhoP GFP inhibition -8%, M. tuberculosis 2µM*, influenza NS1A -7%, inhibitors of VEEV inactive and M. tuberculosis HTS inconclusive.
Cc1ccc(S(=O)(=O)NCc2ccncc2)cc1C was read as PhoP GFP inhibition -12%, M. tuberculosis 15%, influenza NS1A -9%, inhibitors of VEEV inactive and M. tuberculosis HTS 3%.
Screening Cc1ccc(NC(=O)c2csc3c2CCCC3)cc1 returned PhoP GFP inhibition 4%, M. tuberculosis 54%, influenza NS1A 9%, inhibitors of VEEV 0.3% and M. tuberculosis HTS 3%.
For Cc1ccc(S(=O)(=O)c2nc(-c3ccco3)oc2N2CCC(C)CC2)cc1 the results were PhoP GFP inhibition 10%, M. tuberculosis 25%, influenza NS1A 3%, inhibitors of VEEV 5.4% and M. tuberculosis HTS 8%.
O=C(CCC(=O)N1CCOc2ccc(Cl)cc21)N1CCN(c2ccccn2)CC1 was read as PhoP GFP inhibition -3%, M. tuberculosis 17%, influenza NS1A -3%, inhibitors of VEEV 0.6%, M. tuberculosis HTS -9% and inhibitors of VEEV 10K pilot screen 0.3.
`CN(C)S(=O)(=O)c1ccc(Cl)c(NC(=O)COC(=O)c2cc(-c3ccccc3)nc3ccccc23)c1` gave PhoP GFP inhibition -3%, M. tuberculosis -8%, influenza NS1A -4%, inhibitors of VEEV 0.6% and M. tuberculosis HTS -2%.
For COc1cc(C)ccc1OCc1cc(C(=O)N2CCC(c3ccc(F)cc3)C2)no1 (configuration not stated) the results were PhoP GFP inhibition -7%, M. tuberculosis 15%, influenza NS1A -5%, inhibitors of VEEV 5.3% and M. tuberculosis HTS 5%.

Source: PubChem BioAssay (Southern Research Specialized Biocontainment Screening Center)
